Assay outcomes: PubChem, NMMLSC
Myeloid diff 2 = promotes myeloid progenitor differentiation; ER-HoxA9 myeloid progenitors, lysozyme-GFP differentiation, flow cytometry; calls only at 10 µM; 360,000 tested, 1% active;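 active means normalized GFP-positive differentiation at or above the plate's own cutoff, the solvent-only control mean plus 3 SD; inconclusive means no clear call, values can overlap the other calls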;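 further: cells exposed to compound for four days before flow analysis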
Myeloid diff 2 GFP+ MAC1+ % = recorded beside Myeloid diff 2, whose call it bears; GFP+ MAC1+ double positive, %; measured here: differentiation confirmed by MAC1 staining
* = called active by the depositor; i = inactive; u = inconclusive; x = not tested or not shown; + = active, no number. The list is partial (hit frequency here may not be typical).

mol	Myeloid diff 2	Myeloid diff 2 GFP+ MAC1+ %
CCC(C)CCN1C(N(C)C)=NC[C@@H]1CC(C)C (some centres not stated)	i	1.6
CC(C)[C@H](NC(=O)c1cccc(S(=O)(=O)N2CCOCC2)c1)C(=O)OCC(=O)Nc1cccc(Br)c1	i	2.0
CC(C)CN1C(=O)CN(S(C)(=O)=O)CC1(C)C(=O)NC(C)C (configuration not stated)	i	1.8
O=C(COC(=O)c1cccc(S(=O)(=O)N2CCCC2)c1)Nc1ccccc1Cl	i	1.3
CC[C@@H]1C=C(C(=O)O)[C@H](c2ccc(C#N)cc2)N1S(=O)(=O)c1ccc(C)cc1	i	0.2
CCCCC(=O)NC(c1ccc(OC)c(OC)c1)c1ccc2cccnc2c1O (configuration not stated)	u	x
Nc1nc(COC(=O)CCC(=O)c2ccccc2)nc(Nc2ccccc2)n1	i	0.4
O=S(=O)(c1ccccc1)c1nc(-c2cccs2)oc1NCc1cccnc1	i	1.0
CCCCN1CC(N2CCN(CCN(C)C)CC2)CS1(=O)=O (configuration not stated)	i	0.2
CC(=O)Nc1ccc(NC(=O)c2ccc(N(Cc3ccccc3C)S(C)(=O)=O)cc2)cc1	i	0.9
CN(C)C(CNC(=O)C1CCCN1C(=O)c1cccs1)c1ccccc1 (configuration not stated)	i	0.5
O=C(NCCS(=O)(=O)N1CCN(c2ccccc2)CC1)c1cccc(F)c1	i	0.6
CN(CC(=O)Nc1ccc(F)c(F)c1F)C(=O)CCCSc1nc2ccccc2[nH]1	i	0.3
Nn1c(SCC(=O)Nc2cccc(Br)c2)nnc1C1CC1	i	0.4
COc1cccc(NC(=O)C2(C)CCN2Cc2ccccc2OC(F)F)c1 (configuration not stated)	i	0.0
COc1ccc(NC(C)=O)cc1NC(C)C(=O)Nc1ccc(S(=O)(=O)N2CCCCC2)cc1 (configuration not stated)	i	1.0
CSc1ncccc1C(=O)Nc1cccc(S(=O)(=O)N2CCCC2)c1	i	0.1
O=C1CSc2ccc(C(=O)N3CCCCC3)cc2N1	i	1.3
CC1(C(=O)Nc2ccc3c(c2)OCCO3)CN(S(C)(=O)=O)CC(=O)N1CCCN1CCOCC1 (configuration not stated)	i	1.9
Nc1ccc(C(=O)Nc2ccc(Nc3ccncc3)cc2)c([N+](=O)[O-])c1	i	0.8
COc1ccc([N+](=O)[O-])cc1NCC(=O)Nc1cccc(S(=O)(=O)N2CCCC2)c1	i	0.7
O=C(COC(=O)c1cccc(S(=O)(=O)N2CCCCCC2)c1)NCc1ccc(Cl)cc1	i	1.0
Cc1ccc(C)c(S(=O)(=O)N2CCN(C(=O)C3CCN(c4ncnc5sc(C)c(C)c45)CC3)CC2)c1	+	1.4*
COc1nc(-c2ccc3c(c2)OCO3)n(-c2ccc(NC(=O)CSc3ccccc3)cc2)n1	i	2.0
CC1(C(=O)NS(=O)(=O)c2ccc(Br)cc2)CCN1C(=O)c1cccc(F)c1 (configuration not stated)	i	0.6
CCOc1ccccc1NC(=O)CN(c1ccc(OC)c(OC)c1)S(=O)(=O)c1ccc(C)cc1	i	1.4
COc1ccc(S(=O)(=O)NC(=O)C2(C)CCN2C(=O)C2(c3ccccc3)CCCC2)cc1 (configuration not stated)	i	1.0
CC(C)CCN(C(=O)c1ccc(Br)cc1)c1c(N)n(Cc2ccccc2)c(=O)[nH]c1=O	i	0.5
CCCCNC(=O)C1c2ccccc2OCC(=O)N1Cc1ccccc1 (configuration not stated)	i	1.1
COc1cccc(N2CCN(C(=O)c3cc(C)oc3C)CC2)c1	i	3.2
CCC(CO)Oc1cc(NC(=O)c2cccc(Cl)c2)c2ncn(C(C)C)c2c1 (configuration not stated)	i	1.8
COc1ccc(C(=O)N2CCN(c3ccc(C(C)=O)cc3)CC2)cc1S(=O)(=O)N1CCCC1	i	0.4
C[C@H](CO)N1C[C@H](C)[C@@H](CN(C)C)Oc2c(NS(=O)(=O)c3cccs3)cccc2C1=O	i	0.2
CSc1ccc(/C=C/C(=O)OCC(=O)c2ccc[nH]2)cc1	i	0.7
COC/C=C/C1=CC2=CC(=O)C(C)(OC(=O)c3cnc4ccccc4n3)C(=O)C2=CN1c1ccc(OC)cc1 (configuration not stated)	i	1.0
COc1cc(C(C)=O)ccc1OCC(=O)N1CCCC1c1ccc2c(c1)OCCCO2 (configuration not stated)	i	1.1
CCOc1cc(N2CCOCC2)c(OCC)cc1NC(=O)c1cccc(S(=O)(=O)N2CC(C)OC(C)C2)c1 (configuration not stated)	i	0.7
CCN1CCN(C(=O)c2ccc(CS(=O)(=O)Cc3ccccc3Cl)o2)CC1	i	0.7
COc1ccccc1CC(=O)Nc1cc(C)on1	i	1.1
CC1(C(=O)NS(=O)(=O)c2ccc(Cl)cc2)CCN1C(=O)C1CC1 (configuration not stated)	i	0.5

No new results follow: entries from further up.
mol	Myeloid diff 2	Myeloid diff 2 GFP+ MAC1+ %
CCC(C)CCN1C(N(C)C)=NC[C@@H]1CC(C)C (some centres not stated)	i	1.6
CC(C)[C@H](NC(=O)c1cccc(S(=O)(=O)N2CCOCC2)c1)C(=O)OCC(=O)Nc1cccc(Br)c1	i	2.0
CC(C)CN1C(=O)CN(S(C)(=O)=O)CC1(C)C(=O)NC(C)C (configuration not stated)	i	1.8

Next part:
mol	Myeloid diff 2	Myeloid diff 2 GFP+ MAC1+ %
CCCCN(Cc1ccccc1)S(=O)(=O)c1cc2c(cc1Br)CC(C)N2C(C)=O (configuration not stated)	i	0.7
CCC(=O)N=c1sc2cc(F)cc(F)c2n1C	i	2.1
CCCCC1C(=O)NN(c2ccccc2)C1=O (configuration not stated)	i	0.5
COc1ccc(CNC(=O)C(C)Sc2nc3ccccc3c(=O)n2CC2CCCO2)cc1 (configuration not stated)	i	2.5
CCCC(=O)N1CCC1(C)C(=O)Nc1ccc(OC)c(OC)c1 (configuration not stated)	i	0.2
COC(=O)[C@]1(C)N[C@H](CN(C)C(=O)COc2ccccc2)[C@@H]2C(=O)N(C)C(=O)[C@@H]21	i	1.6
CCOc1ccc2c(c1)C(C)=CC(C)(C)N2	u	x
COc1ccc(-c2cn(CCC(=O)O)c(-c3ccc(Cl)nc3)n2)cc1	i	2.1
COc1cccc(C=NNC(=O)C(C)SC(C)C(=O)NN=Cc2cccc(OC)c2)c1 (configuration not stated)	i	0.4
COC(=O)c1sc(S(=O)(=O)N2CCCCC2C)c(C(=O)OC)c1C (configuration not stated)	i	1.3
COc1cc2c(cc1OC)C(=O)CCC2	i	0.3
COC(=O)C1=C(C(=O)OC)[C@@H]2Nc3ccccc3[C@@]23C[C@@H](C(=O)OC)N(C(=O)C2CCC2)C3=N1	i	1.2
Fc1cccc(Cc2c(-c3ccccc3)nc3c4ccccc4ccn23)c1	i	0.9
COCCNC(=S)N1CCC2CC1c1cc(-c3ccc4c(c3)OCO4)ccc12 (configuration not stated)	i	0.6
O=C(CNC(=O)c1ccccc1)Sc1ccccc1	i	1.0
Cc1ccc(C(=O)CCC(=O)OCC(=O)Nc2cc(S(=O)(=O)N(C)C)ccc2C)cc1	i	0.7
Cc1ccc(C(=O)Nc2cccc3ccccc23)o1	i	0.9
Cc1ccc(C(=O)Nc2ccc(S(=O)(=O)N3CCOCC3)cc2)cc1Br	i	0.1
O=S(=O)(NCCCN1CCOCC1)c1ccc(F)c(Cl)c1	i	0.5
COCC(=O)Nc1ccc(N2CCOCC2)c(S(=O)(=O)Nc2ccccc2OC)c1	i	0.5
CCC(CO)Oc1cc(NCc2cccc(Cl)c2)c2ncn(C(C)C)c2c1 (configuration not stated)	i	1.2
CCOc1cc(N2CCOCC2)c(OCC)cc1NC(=O)COC(=O)c1c(C)noc1C	i	1.6
CCCCn1c(N)c(N(CC(C)C)C(=O)c2ccc(OCC3CCCO3)cc2)c(=O)[nH]c1=O (configuration not stated)	i	0.5
O=C(CSc1ccccc1)Nc1nnc(-c2ccco2)o1	i	1.6
CCOc1ccc(S(=O)(=O)N2CCN(C(=O)c3cc4ccccc4o3)CC2)cc1	i	0.4
CC1(C(=O)NCc2cccs2)CCN1CCc1ccccc1 (configuration not stated)	i	0.6
COc1cccc(-c2ccc3c(c2)O[C@@H](CN(C)C(=O)C2CCOCC2)[C@H](C)CN([C@H](C)CO)S3(=O)=O)c1	i	1.4
COc1ccccc1COC(=O)CN1C(=O)NC2(CCCCC2C)C1=O (configuration not stated)	i	0.3
CC(C(=O)NC(C)(C)C)n1c(-c2ccc3c(c2)OCO3)nc2ccccc21 (configuration not stated)	i	2.9
O=P(Nc1ccccc1)(Nc1ccccc1)c1ccccc1	i	0.4
Cn1nnnc1Sc1ncnc2scc(-c3ccc(Br)cc3)c12	u	x
Clc1ccc(C=NN2CCCCCC2)c(Cl)c1	i	1.0
O=C(C1COc2ccccc2O1)N1CCN(c2ccc([N+](=O)[O-])cc2)CC1 (configuration not stated)	i	0.1
COc1cc(NC(=O)COC(=O)CNC(=O)C23CC4CC(CC(C4)C2)C3)cc(OC)c1	u	x
CC(NC(=S)NC(=O)c1cccs1)c1ccccc1 (configuration not stated)	i	1.1
c1ccc2occc2c1	i	3.0
C[C@H](O)[C@@H]1C(=O)N2CCc3ccc(-c4ccccc4)cc3[C@@H]2C[C@@H]1N(C)C(=O)c1ccc(C#N)cc1	i	0.4
COc1ccc(OC)c(CN2CCN(C(=O)c3cccc(S(=O)(=O)Nc4ccc(F)cc4)c3)CC2)c1	i	1.5
CC1CCN(C(=O)CN2c3cccc4cccc(c34)S2(=O)=O)CC1	i	0.6
C(=C\c1ccccc1)/CN1CCN(C(c2ccccc2)c2nnnn2Cc2ccccc2)CC1 (configuration not stated)	i	0.4
Cc1ccccc1OCCC(=O)Nc1ccc(S(=O)(=O)N(C)C2CCN(C)CC2)cc1	i	0.4
Cc1ccccc1-c1nc(NC(C)C)nc2ccsc12	i	0.7
O=C(COC(=O)c1c(F)cccc1F)Nc1ccc2c(c1)OCO2	i	0.4
Cc1ccc(S(=O)(=O)N2CCC(C(=O)OCC(=O)N3CCCC3=O)CC2)cc1C	i	0.9
CC(C)CN(C(=O)COC(=O)CNC(=O)c1ccccc1)c1c(N)n(Cc2ccccc2)c(=O)[nH]c1=O	i	0.4
Cc1cccc(S(=O)(=O)NC(=O)C2(C)CCN2C(=O)C/C=C/c2ccccc2)c1 (configuration not stated)	i	1.0
Cc1ccc(S(=O)(=O)Nc2ccc3ccccc3c2[N+](=O)[O-])cc1	i	0.8
CCN(CC)S(=O)(=O)c1cc(NC(=S)NC(=O)C2CCCC2)ccc1C	i	1.3

Gathered by group: those above with a cyano group.
mol	Myeloid diff 2	Myeloid diff 2 GFP+ MAC1+ %
CC[C@@H]1C=C(C(=O)O)[C@H](c2ccc(C#N)cc2)N1S(=O)(=O)c1ccc(C)cc1	i	0.2
C[C@H](O)[C@@H]1C(=O)N2CCc3ccc(-c4ccccc4)cc3[C@@H]2C[C@@H]1N(C)C(=O)c1ccc(C#N)cc1	i	0.4

(further entries)
mol	Myeloid diff 2	Myeloid diff 2 GFP+ MAC1+ %
O=C(Oc1ccccc1)c1cc(O)c(O)c(O)c1	i	0.6
O=C(C[C@H]1C/C=C\C[C@H](NC(=O)OCC2c3ccccc3-c3ccccc32)C(=O)O[C@@H](c2ccccc2)CNC1=O)NCCO	i	1.4
Cc1cc2nc(CN(C)C(=O)C3CCC(=O)N(C4CCCC4)C3)[nH]c2cc1C (configuration not stated)	i	0.9
Cc1ccc(NC(=O)CSCC(=O)N(C)CC(=O)Nc2cccc(F)c2)cc1	i	0.8
O=C(c1cccs1)N1CCN(c2nc3c(F)cc(F)cc3s2)CC1	i	0.4
CC(=O)c1c(C)[nH]c(C(=O)OC(C)C(=O)NC2CCCCC2)c1C (configuration not stated)	i	1.0
CC(C)N1CCC(C)(C(=O)Nc2cc(-c3ccccc3)nn2C)C1 (configuration not stated)	i	0.9
COC(=O)c1ccc(Cn2cnc3c(Cl)ncnc32)cc1	i	1.6
C=CC[C@H](CC(=O)NCCO)C(=O)N[C@@H](COC(=O)[C@H](CC=C)CC(=O)OC(C)(C)C)Cc1c[nH]c2ccccc12	i	0.3
COC(=O)c1ccc2nc(-c3ccco3)c(Cc3cccc(Cl)c3)n2c1	i	1.9
CC(C)CN(C(=O)COC(=O)c1ccc2c(c1)OCCO2)c1c(N)n(Cc2ccccc2)c(=O)[nH]c1=O	i	0.3
S=C(NCCc1ccccc1)N/N=C/c1cccs1	i	0.3
COc1ccccc1N(CCC#N)C(=O)COC(=O)CCC(=O)c1ccc(F)cc1	i	0.3
COc1ccc(-c2cc3nc(C)c(C)c(N4CCN(C(=O)c5ccoc5)CC4)n3n2)cc1	i	0.6
CC1=C(C(=O)N(C(C)C)C(C)C)CC(CC(=O)NCC2CCCCC2)C(=O)N1Cc1ccc(C(C)(C)C)cc1 (configuration not stated)	i	0.0
N#Cc1ccccc1N/C=C/C(=O)c1ccc(Cl)cc1	i	0.0
OC(c1ccc(Cl)c(Cl)c1)c1ncc(-c2ccccc2F)[nH]1 (configuration not stated)	i	2.0
Cn1c(SCC(=O)NC2CCCCC2)nc2c(c1=O)SCC2	i	0.5
N#CCCN(C(=O)COC(=O)CNC(=O)c1cccs1)c1ccc(F)cc1	i	0.4

Molecules shown so far containing a COOH group (2):
mol	Myeloid diff 2	Myeloid diff 2 GFP+ MAC1+ %
CC[C@@H]1C=C(C(=O)O)[C@H](c2ccc(C#N)cc2)N1S(=O)(=O)c1ccc(C)cc1	i	0.2
COc1ccc(-c2cn(CCC(=O)O)c(-c3ccc(Cl)nc3)n2)cc1	i	2.1
